Source: PubChem BioAssay (Icahn School of Medicine at Mount Sinai)
ROC1-CUL1 inh = inhibitors of human ROC1-CUL1 ubiquitin ligase activity; 0.6% of 140,000 active; in vitro K48 di-Ub FRET, acceptor:donor ratio, 45 min; inhibition, % at 10 µM; P62877+Q13616; in the data active means inhibition above about 25%
Target sequence (P62877 whole entry, looked up): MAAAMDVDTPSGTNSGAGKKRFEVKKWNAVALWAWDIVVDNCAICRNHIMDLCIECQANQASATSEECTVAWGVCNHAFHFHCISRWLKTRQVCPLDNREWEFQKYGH
Target sequence (Q13616 whole entry, looked up): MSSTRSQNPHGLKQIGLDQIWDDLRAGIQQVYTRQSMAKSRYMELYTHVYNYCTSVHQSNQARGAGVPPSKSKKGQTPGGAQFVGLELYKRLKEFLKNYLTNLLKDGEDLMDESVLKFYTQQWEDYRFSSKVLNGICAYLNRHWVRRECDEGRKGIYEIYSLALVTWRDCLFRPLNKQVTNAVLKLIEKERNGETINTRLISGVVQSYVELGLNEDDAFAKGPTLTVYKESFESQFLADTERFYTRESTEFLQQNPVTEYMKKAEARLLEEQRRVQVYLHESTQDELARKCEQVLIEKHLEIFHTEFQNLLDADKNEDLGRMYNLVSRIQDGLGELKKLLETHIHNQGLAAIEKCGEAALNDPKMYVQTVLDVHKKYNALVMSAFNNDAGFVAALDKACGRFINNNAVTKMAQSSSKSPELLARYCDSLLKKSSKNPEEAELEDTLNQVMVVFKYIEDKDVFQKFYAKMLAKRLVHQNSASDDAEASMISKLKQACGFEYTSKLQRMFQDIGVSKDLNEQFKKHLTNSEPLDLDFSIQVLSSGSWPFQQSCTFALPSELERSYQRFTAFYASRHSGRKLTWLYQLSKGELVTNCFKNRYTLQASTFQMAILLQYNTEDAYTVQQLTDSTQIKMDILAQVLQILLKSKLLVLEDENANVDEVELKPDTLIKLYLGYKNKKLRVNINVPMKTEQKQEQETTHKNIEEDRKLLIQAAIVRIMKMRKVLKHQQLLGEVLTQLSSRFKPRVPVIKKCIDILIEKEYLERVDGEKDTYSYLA
Numbers without * were called inactive.

ROC1-CUL1 inh,Structure
14,Cc1ccccc1N1CCN(C(=O)c2cccc(C(F)(F)F)c2)CC1
1,c1ccc2c(Sc3ncnc4sc5c(c34)CCCC5)c[nH]c2c1
-1,O=C(NC1CC1)c1c(NC(=O)C2CCCO2)sc2c1CCCCCC2 (stereo unspecified)
-3,Cc1ccc(C(=O)CC2(O)C(=O)Nc3ccc(Br)cc32)o1 (stereo unspecified)
13,COc1ccc(CNc2ccc([N+](=O)[O-])cc2C)c(OC)c1C
6,COC(=O)C1=C2C(=CC3(C)CC(C)(C)CC2(C(=O)OC)C3)CC1(C)C (stereo unspecified)
1,CCC(C)N1C(=O)S/C(=C/c2cccc(OC)c2OCC(=O)Nc2ccccc2)C1=O (stereo unspecified)
0,Cc1ccc2nc(CSc3nnc(NC(=O)C(C)C)s3)cc(=O)n2c1
3,CCn1cc(C(=O)NCCCN2CCCC(C)C2)c(=O)c2cc(S(=O)(=O)N(C)C3CCCCC3)ccc21 (stereo unspecified)
2,COc1ccc(CN2CCC(C(Cc3ccccc3)N(C(=O)c3ccco3)C3CC3)CC2)cc1C (stereo unspecified)
2,O=C(CN1CCSc2ccccc21)NCc1ccccc1F
1,COc1ccc(C(=O)COC(=O)CN(CC(=O)OCC(=O)c2ccc(OC)cc2)c2cccc(C)c2)cc1
-1,COc1ccc(C(CC(=O)c2cccs2)Sc2ccc(C)cc2)cc1OC (stereo unspecified)
9,C=C1C2(C(=O)NCCc3ccccc3)CCC(C2)C1(C)C (stereo unspecified)
8,COc1cccc(C(=O)c2sc3nc(-c4cccs4)cc(C(F)(F)F)c3c2N)c1
1,O=C1C(Cl)=C(N2CCN(S(=O)(=O)c3ccc(Cl)cc3)CC2)C(=O)c2ccccc21
2,CCOC(=O)c1ccc(NC(=O)CSc2nnc(C)n2CC2CCCO2)cc1 (stereo unspecified)
4,COc1c(Cl)cc(Cl)cc1CNCCNCCO
-4,Cc1c(C(=O)N2CCCC2)oc2c1-c1nn(CC(=O)NCc3ccc(OC(C)C)cc3)cc1CC2
-1,O=C(Cn1nnnc1CN1CCCC1)NC1CCCN(Cc2ccccc2)C1 (stereo unspecified)

Next section (2 carried over from the part before).
ROC1-CUL1 inh,Structure
-4,Cc1c(C(=O)N2CCCC2)oc2c1-c1nn(CC(=O)NCc3ccc(OC(C)C)cc3)cc1CC2
-1,O=C(Cn1nnnc1CN1CCCC1)NC1CCCN(Cc2ccccc2)C1 (stereo unspecified)
8,CCOc1ccc(Nc2nc(N)nc(CN3CCCCCC3)n2)cc1
-4,CCC(=O)c1ccc(S(C)(=O)=O)cc1
-2,O=[N+]([O-])c1ccccc1S(=O)(=O)Oc1ccc(-c2cnc3ccccc3n2)cc1
-6,CC1=Nc2nc(SCc3ccccc3F)nn2C(c2ccccn2)C1C(=O)Nc1ccccc1C (stereo unspecified)
-3,Cc1occc1C(=O)N(C)C(Cc1ccccc1F)C1CCN(C(=O)/C=C/c2cccc(F)c2)CC1 (stereo unspecified)
0,Cc1cc(C)n(Cc2cc(C(=O)N[C@H]3CCCCNC3=O)n[nH]2)n1
-3,C=CCNC(=O)C1CCN(S(C)(=O)=O)CC1
0,CC1(O)CN(C(=O)c2ccccc2)C(=S)N1c1ccc(Cl)cc1 (stereo unspecified)
2,Cc1ccc(C(=O)c2ccc(F)c(F)c2)cc1
3,COc1ccc(CNC(=O)c2cc(-c3cccs3)nc3ccccc23)c(OC)c1
1,Cc1ccsc1/C=C1\SC(=Nc2ccc(Cl)cc2)NC1=O
-2,Cc1ccc(CNC(=O)c2cc3cc(C)ccc3n2C)cc1
2,Cc1csc(Nc2nc(-c3sc(-c4ccccc4)nc3C)cs2)n1
-3,S=C(NCCCNC(=S)Nc1ccccc1)Nc1ccccc1
4,O=C(NCCC(c1ccccc1)c1ccccc1)C1CCC(=O)N(CCN2CCOCC2)C1 (stereo unspecified)
3,O=c1[nH]c(SCc2ccc(F)cc2)nc2c1CCCC2
-13,N#Cc1cc2sccc2nc1N
6,Cc1cc(C)cc(OCC(=O)Nc2ccc3c4c(cccc24)CC3)c1
-5,CCC1CCCCN1C(=O)c1nn(-c2ccc(C)cc2)c(=O)c2c1c1ccccc1n2C (stereo unspecified)
4,O=C(NCc1cccc(OC(F)(F)F)c1)c1cc(CN2CCOCC2)on1
3,CCOc1ccc(NC2SC(=O)N(Cc3ccccc3)C2=O)cc1 (stereo unspecified)
-9,CC(C)CC1NC(=O)C(O)(C(F)(F)F)NC1=O (stereo unspecified)
-4,O=C(NCc1ccccc1Cl)c1cc2c(s1)-c1ccc(Cl)cc1SC2
2,CCn1c(CNc2ccc(C)c(Cl)c2)nnc1SCC(=O)Nc1cccc(C(F)(F)F)c1
5,O=C1CC2(CCCCCCC2)Oc2c1sc1ccccc21
1,Cc1ccccc1OCC(=O)OCc1cc(=O)n2nc(-c3cccs3)sc2n1
18,O=C(c1nn[nH]n1)C1C(=O)c2cccc3c2N(CC3)C1=O (stereo unspecified)
-9,Brc1ccc(-c2nnc(-c3ccc4ccccc4c3)c3conc23)cc1
-2,C=CC[C@H]1CC(Cc2ccccc2)=C[C@H](CC=C)N1
-4,CCCC(=O)Nc1ccc2nc(SCc3ccc(Br)cc3)sc2c1
9,COc1ccccc1N(CC(=O)NC(C(C)C)C(C)C)S(=O)(=O)c1ccccc1
11,CC(C)CC(=O)C(=O)N(C)CC1CCCN(CCc2ccccc2F)C1 (stereo unspecified)
0,Cc1cc(C(=O)N2CCC(N3CCCC(C(=O)NCc4ccccc4)C3)CC2)n[nH]1 (stereo unspecified)
-8,CCOc1ccc2nc(SCC(=O)Nc3c(-c4ccccc4)nc4ccccn34)[nH]c2c1
11,COc1ccc(C2=NC(C(F)(F)F)(C(F)(F)F)N=C3C=CC(C)=CN32)cc1
-4,O=S(=O)(Nc1ccc2c(c1)OCO2)c1ccccc1
4,CC(=O)Oc1ccc(NC(=O)CCC2CCCCC2)c(C(=O)O)c1
-3,COc1ccc(NC(=O)CN(C)S(=O)(=O)c2ccc3[nH]c4c(c3c2)CCCC4)cc1OC
3,CCOC(=O)C1(CCOC)CCCN(Cc2cc(OC)c3c(c2)OCO3)C1 (stereo unspecified)
10,COC(=O)c1cn(Cc2ccc(OC)cc2)nn1
-4,O=C(Oc1ccc(Cl)cc1Cc1ccccc1)C12CC3CC(CC(C3)C1)C2
-8,CCCCC(=O)Nc1ccc(NCc2cc(Cl)cc(Cl)c2OC)cc1OC
-4,CC1(CNC(=O)C2CCN(c3nc(-c4ccccc4)nc4c3CCC4)CC2)COC1
8,O=C(Cn1nc(-c2ccc(Cl)cc2)c2ccccc2c1=O)Nc1cccc(Br)c1
8,O=c1c(SCc2ccccc2)c(SCc2ccccc2)cnn1-c1ccc(Br)cc1
-4,CCCc1nc(N)sc1C(=O)OCC
-8,Cc1cn2c(=O)cc(COc3cccc(NC(=O)c4ccccc4C)c3)nc2s1
-4,COc1ccc([C@@H]2[C@H]3CN(C(C)C)CC=C3C(C#N)C(=N)C2(C#N)C#N)c2ccccc12 (stereo partly specified)
-2,O=C(Nc1ccc(Cl)cc1Cl)c1ccc(-c2cccc(C(F)(F)F)c2)o1
4,CC(=O)c1ccccc1-c1ccc2c(c1)CC(CNC(=O)c1ccc(C)cc1C)O2 (stereo unspecified)
-5,O=C(NCCc1ccccc1)c1ccc(Cn2c(=O)c3cccn3c3cccnc32)cc1
10,Cc1ccc(CN(C(=O)COc2ccccc2[N+](=O)[O-])c2ccccn2)o1
-5,Fc1ccc(NC(=S)Nc2ccc(F)c(Cl)c2)cc1Cl
-6,O=C1CCSC2(C(=O)N(Cc3ccc(F)cc3)c3ccccc32)N1c1ccc(F)c(F)c1 (stereo unspecified)
10,CCc1ccc(NC(=O)CSc2nnc(CC)c(CC)n2)cc1
-13,CCOC(=O)c1oc2ccc(S(=O)(=O)n3nc(-c4cc(OCC)c(OCC)c(OCC)c4)cc3N)cc2c1C
6,CCOc1ccccc1C1CC(=O)Oc2c1c(=O)n(C)c1ccccc21 (stereo unspecified)
2,CCOc1ccc(C(=O)n2nc(C)cc2C)cc1
4,CCOC(=O)c1ccc(N2N=C(C)CC2=O)cc1
-3,O=C(Nc1ccc(F)cc1F)c1ccc2c(=O)n3c(nc2c1)CCCCC3

Further records
ROC1-CUL1 inh,Structure
-1,CCCCc1nc2ccccc2n2c(-c3ccc(C)cc3)c3c(=O)n(C)c(=O)n(C)c3c12
-8,COc1ccc(/C=C2\CCCC3C2=NN(C(=O)Cn2nc(C(F)(F)F)cc2C)C3c2ccc(OC)cc2)cc1 (stereo unspecified)
4,CN(C(=O)CCc1nc(-c2ccccc2F)no1)c1ccc(Cl)cc1
1,CCOC(=O)c1c(S(=O)(=O)N2CCN(c3cccc(C(F)(F)F)c3)CC2)c(C)n(C)c1C
-3,COc1cc(C(=O)NCC(c2ccc(Cl)cc2)N2CCOCC2)cc(OC)c1OC (stereo unspecified)
4,COc1ccc(N2CCN(CC(O)COc3ccc(Cl)c(C)c3)CC2)cc1 (stereo unspecified)
0,COCC(=O)N1CCC(Oc2ccccc2C(=O)N2CCC[C@H]2CO)CC1
-1,O=c1[nH]c2cc3[nH]c(=O)c(=O)c3cc2c1=O
5,Cc1nc2ccc(NC(=O)Nc3cccc4ccccc34)cc2s1
11,O=c1c(Cl)c(Cl)cnn1CO
-7,CCCn1c(CCC(=O)Nc2cccc(CC)c2)nc2cccnc21
-9,COc1ccc(-c2csc(-c3nc(-c4ccc(Br)s4)cs3)n2)cc1F
-7,Cc1cccc(NC(=S)NC(NC(=O)OCc2ccccc2)C(Cl)(Cl)Cl)c1 (stereo unspecified)
7,COc1ccc(C2(CNC(=O)Cc3ccc(OC)c(OC)c3)CCCC2)cc1
5,C=CCn1c(SCc2c(F)cccc2Cl)nnc1-c1cnccn1
0,COC(=O)c1ccc(/C=C2\SC(=Nc3ccc(Cl)cc3)N(C)C2=O)cc1
5,CCn1ncc(Br)c1C(=O)Nc1c(C)nn(Cc2cccc(F)c2)c1C
3,Cc1ccc2c(c1)N(C(=O)N1CCC(C(=O)Nc3cccc(F)c3)CC1)CCO2
7,C=CC[n+]1ccc(COC(=O)Nc2cccc(C(F)(F)F)c2)cc1
-6,COc1ccccc1CNC(=O)c1sc2nc(-c3ccc(F)cc3)ccc2c1N

19 entries out of the list, sorted by molar mass, ascending.
ROC1-CUL1 inh,Structure
-4,CCC(=O)c1ccc(S(C)(=O)=O)cc1
2,Cc1ccc(C(=O)c2ccc(F)c(F)c2)cc1
2,CCOc1ccc(C(=O)n2nc(C)cc2C)cc1
9,C=C1C2(C(=O)NCCc3ccccc3)CCC(C2)C1(C)C (stereo unspecified)
3,O=c1[nH]c(SCc2ccc(F)cc2)nc2c1CCCC2
-7,CCCn1c(CCC(=O)Nc2cccc(CC)c2)nc2cccnc21
-3,Cc1ccc(C(=O)CC2(O)C(=O)Nc3ccc(Br)cc32)o1 (stereo unspecified)
3,Cc1ccc2c(c1)N(C(=O)N1CCC(C(=O)Nc3cccc(F)c3)CC1)CCO2
-1,COc1ccc(C(CC(=O)c2cccs2)Sc2ccc(C)cc2)cc1OC (stereo unspecified)
-2,O=C(Nc1ccc(Cl)cc1Cl)c1ccc(-c2cccc(C(F)(F)F)c2)o1
2,CCOC(=O)c1ccc(NC(=O)CSc2nnc(C)n2CC2CCCO2)cc1 (stereo unspecified)
-6,COc1ccccc1CNC(=O)c1sc2nc(-c3ccc(F)cc3)ccc2c1N
-8,CCCCC(=O)Nc1ccc(NCc2cc(Cl)cc(Cl)c2OC)cc1OC
9,COc1ccccc1N(CC(=O)NC(C(C)C)C(C)C)S(=O)(=O)c1ccccc1
-4,CCCC(=O)Nc1ccc2nc(SCc3ccc(Br)cc3)sc2c1
4,O=C(NCCC(c1ccccc1)c1ccccc1)C1CCC(=O)N(CCN2CCOCC2)C1 (stereo unspecified)
8,O=C(Cn1nc(-c2ccc(Cl)cc2)c2ccccc2c1=O)Nc1cccc(Br)c1
-3,Cc1occc1C(=O)N(C)C(Cc1ccccc1F)C1CCN(C(=O)/C=C/c2cccc(F)c2)CC1 (stereo unspecified)
8,O=c1c(SCc2ccccc2)c(SCc2ccccc2)cnn1-c1ccc(Br)cc1

Continuation:
ROC1-CUL1 inh,Structure
-3,Cc1nonc1N1CCN(Cc2c(C(=O)N3CCCCCCC3)nc3sccn23)CC1
7,O=C(CSc1ncccn1)NN=C1CCCCCCC1
4,O=C(Cn1nnc(-c2ccccc2F)n1)Nc1cccc(F)c1
1,CC1CN(CCC(=O)NCc2cc(-c3ccccc3)n[nH]2)Cc2cc(Cl)ccc2O1 (stereo unspecified)
1,CC(C)c1ccccc1NC(=O)c1ccc(Cl)c([N+](=O)[O-])c1
-9,CC(=O)Oc1sc(N)c(C#N)c1C
-3,N#CC1C=NC(=O)C(C#N)C1=Nc1ccccc1 (stereo unspecified)
-14,Cc1ccc2nc(CN3CCN(C(=O)Nc4cccc(C)c4C)CC3)oc2c1
7,COc1ccc(OC)c(-n2cnc3cc(C(=O)NC4CCCCCC4)ccc32)c1
0,COc1ccccc1C(=O)Nc1sc2c(c1C(=O)c1ccccc1)CCCC2
10,COc1ccccc1SCc1nc2ccccc2nc1C
8,O=C(CCc1ccccc1)Nc1ccccc1O
-1,C=CCn1nnc(NC(=O)C(C)C)n1
3,Cn1c2ccccc2c2nnc(SCC(=O)Nc3ccc(OC(F)(F)Cl)cc3)nc21
-4,O=C1C(C=NNc2nc3ccccc3s2)C(C(F)(F)F)=NN1c1nc2ccccc2s1 (stereo unspecified)
5,COc1ccc(OC)c(NC(=S)N2CCN(c3ccccn3)CC2)c1
15,CC(C(=NC(=O)c1ccccc1)C(=O)NC1CCCCC1)c1cccc([N+](=O)[O-])c1 (stereo unspecified)
21,C=CCNc1nc2nonc2nc1NCCCOC
15,CC1(C)C2=CC(=O)C(Sc3cc(Cl)c(Cl)cc3Cl)C(=O)N2c2ccccc21 (stereo unspecified)
1,Cc1nc2nc(CNC(=O)OC(C)(C)C)nn2c(C)c1CCC(=O)NCc1ccc(F)cc1
1,COCCn1c(=O)c2c(nc3n2CCN3c2cccc(C)c2C)n(C)c1=O
-3,COC(=O)[C@@H]1CCCN1C(=O)c1cn(C/C=C/c2ccccc2)nn1
-3,COC(=O)c1ccc(OC)cc1OCC(=O)N1CCN(c2ccc(F)cc2)CC1
1,S=C(Nc1cccc(Cl)c1)NC1CCCC1
4,COc1cc(NC(=O)CCc2c(C)nc3cc(-c4ccccc4)nn3c2C)cc(OC)c1OC

Some of the compounds tested; count on the stated rates, not on these rows.
